From PubChem BioAssay
hgDAF12 agonist: activates the H. glycines DAF-12 receptor ligand-binding domain; HEK293 GAL4-hgDAF12 UAS-luciferase reporter, agonist luminescence; normalized to butyrate control; activation, % at 6.8 µM; hit rate 1.8% among 370,000;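 active = activation above a cutoff set at the mean of all screened compounds plus 3 SD, cut at about 10% in these data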;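 note: 0% = DMSO wells and 100% = sodium butyrate wells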
DAX1 inh-1: NR0B1 (DAX1) inhibition. inhibition, % at 6.75 µM. P51843. AID 504766. hit rate 0.99% among 340,000. HEK293 Gal4-DAX1 luciferase reporter, luminescence;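 active = inhibition above the mean over all tested compounds plus 3 SD, cut at about 4.2% in these data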;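 note: 0% = DAX1-transfected cells with DMSO and 100% = empty-vector control cells with DMSO; inhibition shows as a rise in luminescence from relieved DAX1 repression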
Target sequence (P51843 207-470 limits assumed): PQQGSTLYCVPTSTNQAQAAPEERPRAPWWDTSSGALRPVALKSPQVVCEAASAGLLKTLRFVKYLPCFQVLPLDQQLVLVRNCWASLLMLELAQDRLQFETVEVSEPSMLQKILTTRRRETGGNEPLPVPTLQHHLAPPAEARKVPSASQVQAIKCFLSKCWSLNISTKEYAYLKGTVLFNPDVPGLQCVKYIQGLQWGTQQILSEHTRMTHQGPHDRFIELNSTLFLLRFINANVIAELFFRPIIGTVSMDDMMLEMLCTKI
NPR1 activator: GC-A (human) enzyme activation. P16066. HEK293 GC-A cells, cGMP TR-FRET, EC30 ANP; 0% at EC30 ANP, 100% saturating ANP. activation, % at 10 µM. hit rate 0.14% among 370,000; in the data active = activation above about 40%
SMARCA2 activ: increases SMARCA2 function in MMTV reporter cells | activation, % at 9.1 µM | MG213 cells, MMTV-luciferase reporter, dexamethasone, overnight | hit rate 1% among 370,000; in the data active = activation above about 7.8%;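 note: 0% = vehicle wells and 100% = reference activator wells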
ADAM10 inh: inhibits human ADAM10; O14672; recombinant ADAM10, EDANS/DABCYL FRET peptide cleavage, 3 h; inhibition, % at 7 µM; hit rate 0.62% among 370,000;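 active = inhibition above a per-campaign cutoff equal to the mean of compounds falling between control-based bounds plus 3 SD, cut at about 20% in these data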;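 note: 0% = DMSO wells while the 100% control is not disclosed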
DAX1 inh-2: blocks DAX1 repression of SF-1 activated StAR promoter | hit rate 1.1% among 370,000 | AID 652010 | HEK293T StAR-luciferase reporter, SF-1/DAX-1 repression relief | inhibition, % at 6.8 µM;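 active = inhibition above the mean over all tested compounds plus 3 SD, cut at about 3.6% in these data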;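 note: 0% = DAX-1 cells with DMSO and 100% = cells lacking DAX-1 with DMSO; higher inhibition means more luminescence from relief of DAX-1 repression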
ssDAF12 agonist: activates DAF-12 receptor from parasite S. stercoralis; HEK293 ssDAF-12/GRIP1 lit1-tk-luc reporter, luminescence; % of 3 µM dafachronic acid response; activation, % at 6.8 µM; hit rate 1% among 370,000; AID 652126;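 active = activation above the mean over all tested compounds plus 3 SD, cut at about 0.9% in these data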;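 note: 0% = DMSO-only wells and 100% = 3 µM delta7-dafachronic acid wells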
FXN GAA850 act: activators of GAA850 frataxin (FXN) promoter | HEK293 lucGAA850 FXN promoter luciferase reporter, 24 h; percent of 10 µM SAHA response | activation, % at 6 µM | hit rate 0.56% among 360,000;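 active = activation above the average of all compounds screened plus 3 SD, cutoff fixed separately per campaign, cut at about 7.5% in these data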;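 note: 0% = DMSO wells and 100% = 10 µM SAHA wells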
PG9 binder: binds the HIV-1 gp120 antibody PG9. hit rate 0.43% among 360,000. inhibition, % at 6.7 µM. AID 624416. TR-FRET gp120-PG9 antibody binding; in the data active = inhibition above about 8.5%
ADAM17 inh: inhibits human ADAM17 | P78536 | recombinant ADAM17, EDANS/DABCYL FRET peptide cleavage | inhibition, % at 6.95 µM | hit rate 0.83% among 370,000 | AID 720648;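 active = inhibition above the mean of compounds lying between control limits plus 3 SD, set per campaign, cut at about 8.5% in these data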;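 note: 0% = DMSO-only wells as the low control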
Target sequence (P78536 215-824 limits assumed): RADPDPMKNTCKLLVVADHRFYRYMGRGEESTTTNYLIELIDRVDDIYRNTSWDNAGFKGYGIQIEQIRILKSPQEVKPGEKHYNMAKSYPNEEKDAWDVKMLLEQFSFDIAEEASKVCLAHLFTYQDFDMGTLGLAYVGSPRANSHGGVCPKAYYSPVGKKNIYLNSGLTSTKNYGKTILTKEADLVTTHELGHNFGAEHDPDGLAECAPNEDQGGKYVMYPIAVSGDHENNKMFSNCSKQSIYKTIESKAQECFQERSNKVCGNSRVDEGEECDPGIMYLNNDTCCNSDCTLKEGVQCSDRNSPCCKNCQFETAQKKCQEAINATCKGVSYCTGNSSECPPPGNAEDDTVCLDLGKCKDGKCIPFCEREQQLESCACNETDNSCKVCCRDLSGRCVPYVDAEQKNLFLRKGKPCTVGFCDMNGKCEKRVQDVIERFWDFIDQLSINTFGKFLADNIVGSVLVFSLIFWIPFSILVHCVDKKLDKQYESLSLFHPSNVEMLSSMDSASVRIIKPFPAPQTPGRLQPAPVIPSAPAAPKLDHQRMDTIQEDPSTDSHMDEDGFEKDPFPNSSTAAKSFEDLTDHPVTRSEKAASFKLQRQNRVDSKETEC
hcDAF12 agonist: activates DAF-12 receptor from parasite H. contortus; HEK293 hcDAF-12 lit1-tk-luc reporter, luminescence; 0% DMSO, 100% Δ7-dafachronic acid; activation, % at 6.8 µM; hit rate 1.4% among 370,000; AID 652067;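 active = activation above the mean of all tested compounds plus 3 SD, cut at about 5.5% in these data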;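 note: 100% = response to 3 µM Δ7-dafachronic acid high control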
* hit, by the source's call. Compounds were not picked by outcome; 6.8% or so of the library scored in one or more.

How did CCOC(=O)Nc1nnc(Cc2ccc(Cl)c(Cl)c2)s1 do in these assays?
hgDAF12 agonist: -1.4; DAX1 inh-1: -0.3; NPR1 activator: 8; SMARCA2 activ: 3; ADAM10 inh: 0; DAX1 inh-2: -0.1; ssDAF12 agonist: -1.3; FXN GAA850 act: 2.8; PG9 binder: -0.9; ADAM17 inh: 4; hcDAF12 agonist: -1.9

Results for O=C(CCCCCCC(=O)Nc1ccccc1)NO ?
hgDAF12 agonist: 41*; DAX1 inh-1: 13*; NPR1 activator: 2; SMARCA2 activ: -2; ADAM10 inh: 4; DAX1 inh-2: 33*; ssDAF12 agonist: 2.0*; FXN GAA850 act: 88*; PG9 binder: 1.2; ADAM17 inh: 2; hcDAF12 agonist: 12*

Results for COc1ccc(S(=O)(=O)N[C@@H](C)C(=O)OCC(=O)Nc2cc3oc4ccccc4c3cc2OC)cc1 ?
hgDAF12 agonist: 6.2; DAX1 inh-1: 0.6; NPR1 activator: 0; SMARCA2 activ: 4; ADAM10 inh: 14; DAX1 inh-2: 0.8; ssDAF12 agonist: -0.1; FXN GAA850 act: 2.5; PG9 binder: -1.4; ADAM17 inh: 2; hcDAF12 agonist: 2.6

What do the screens show for `NC(=O)c1cc2ccccc2oc1=NCc1ccccc1`?
hgDAF12 agonist: 1.0; DAX1 inh-1: 0.1; NPR1 activator: -2; SMARCA2 activ: 0; ADAM10 inh: -46; DAX1 inh-2: 0.1; ssDAF12 agonist: -0.6; FXN GAA850 act: 1.8; PG9 binder: -0.3; ADAM17 inh: -16; hcDAF12 agonist: 0.5

Results for Cc1ccc(C)c(C(=O)c2c(C)nc3sccn23)c1 ?
hgDAF12 agonist: -0.8; DAX1 inh-1: -0.8; NPR1 activator: 2; SMARCA2 activ: 1; ADAM10 inh: 4; DAX1 inh-2: 0.2; ssDAF12 agonist: -0.8; FXN GAA850 act: 1.7; PG9 binder: -1.0; ADAM17 inh: -4; hcDAF12 agonist: 2.0

Results for O=C(Cc1ccc(F)cc1)N(c1ccc(F)cc1)C1C=CS(=O)(=O)C1 (stereo not drawn) ?
hgDAF12 agonist: -1.5; DAX1 inh-1: 0.8; NPR1 activator: 3; SMARCA2 activ: 0; ADAM10 inh: 0; DAX1 inh-2: 0.8; ssDAF12 agonist: -1.1; FXN GAA850 act: 2.4; PG9 binder: 0.7; ADAM17 inh: -3; hcDAF12 agonist: -0.5

Results for CCOC(=O)Cn1ccc(O)c(Cc2ccc(Cl)cc2Cl)c1=O ?
hgDAF12 agonist: -1.5; DAX1 inh-1: -0.5; NPR1 activator: 1; SMARCA2 activ: 1; ADAM10 inh: 6; DAX1 inh-2: -0.1; ssDAF12 agonist: -0.8; FXN GAA850 act: 0.4; PG9 binder: 2.1; ADAM17 inh: -6; hcDAF12 agonist: -1.4

What do the screens show for `CCOC(=O)C1(CCc2ccccc2)CCN(C(=O)C2CCOCC2)CC1`?
hgDAF12 agonist: 3.5; DAX1 inh-1: 0.6; NPR1 activator: -2; SMARCA2 activ: -2; ADAM10 inh: -12; DAX1 inh-2: 0.1; ssDAF12 agonist: -0.9; FXN GAA850 act: 0.4; PG9 binder: 1.5; ADAM17 inh: -3; hcDAF12 agonist: -2.5

Results for N#Cc1c(N)nc2c(c1-c1cccc(O)c1)CCCCCC2 ?
hgDAF12 agonist: -0.4; DAX1 inh-1: -0.5; NPR1 activator: 0; SMARCA2 activ: -2; ADAM10 inh: -36; DAX1 inh-2: -0.3; ssDAF12 agonist: -1.5; FXN GAA850 act: 1.8; PG9 binder: -0.8; ADAM17 inh: -13; hcDAF12 agonist: -2.4

How did CCOC(=O)C1CCN(C(=O)c2cc3c(=O)n4ccccc4nc3s2)CC1 do in these assays?
hgDAF12 agonist: 5.5; DAX1 inh-1: 0.4; NPR1 activator: 6; SMARCA2 activ: 1; ADAM10 inh: inactive; DAX1 inh-2: 2.1; ssDAF12 agonist: -0.8; FXN GAA850 act: 4.4; PG9 binder: 1.4; ADAM17 inh: inactive; hcDAF12 agonist: 6.4*

How did CCC(=O)N1Cc2cc(C(=O)Nc3nccs3)nc(-c3cccc(-c4ccccc4OC)c3)c2[C@@H]1CCO do in these assays?
hgDAF12 agonist: -5.0; NPR1 activator: 11; SMARCA2 activ: -2; ADAM10 inh: 5; DAX1 inh-2: -3.5; ssDAF12 agonist: -1.2; PG9 binder: -2.0; ADAM17 inh: 1; hcDAF12 agonist: -1.3

Results for O=[N+]([O-])c1cccc(-c2c[n+]3c(n2-c2ccccc2)SCC3)c1 ?
hgDAF12 agonist: -3.3; DAX1 inh-1: -0.8; NPR1 activator: 1; SMARCA2 activ: -1; ADAM10 inh: 4; DAX1 inh-2: -1.4; ssDAF12 agonist: -1.2; FXN GAA850 act: 0.6; PG9 binder: 0.6; ADAM17 inh: -3; hcDAF12 agonist: -0.7

How did Cc1nc2ccccc2n2c(-c3ccccc3)c3c(=O)n(C)c(=O)n(C)c3c12 do in these assays?
hgDAF12 agonist: 0.6; DAX1 inh-1: 0.2; NPR1 activator: -36; SMARCA2 activ: -5; ADAM10 inh: -11; DAX1 inh-2: 0.3; ssDAF12 agonist: -0.4; FXN GAA850 act: 0.7; PG9 binder: 0.0; ADAM17 inh: -3; hcDAF12 agonist: -0.1

How did CCOC(=O)C1=C(C)NC(=O)/C1=C\N(C)C do in these assays?
hgDAF12 agonist: 0.7; DAX1 inh-1: 0.9; NPR1 activator: -3; SMARCA2 activ: 0; ADAM10 inh: -3; DAX1 inh-2: -0.3; ssDAF12 agonist: -0.4; FXN GAA850 act: -0.2; PG9 binder: -3.5; ADAM17 inh: -1; hcDAF12 agonist: -0.5

What do the screens show for `COC(=O)c1ccccc1SC1CC(=O)N(c2cccc(C)c2)C1=O` (stereo not drawn)?
hgDAF12 agonist: -0.2; DAX1 inh-1: -0.1; NPR1 activator: -2; SMARCA2 activ: 0; ADAM10 inh: -5; DAX1 inh-2: -0.3; ssDAF12 agonist: 0.1; FXN GAA850 act: 1.0; PG9 binder: -2.5; ADAM17 inh: -3; hcDAF12 agonist: -0.2

What do the screens show for `COc1ccccc1C(=O)N/C(=C\c1ccc(Br)cc1)C(=O)NCCO`?
hgDAF12 agonist: -0.8; DAX1 inh-1: 0.3; NPR1 activator: 1; SMARCA2 activ: 3; ADAM10 inh: 14; DAX1 inh-2: -0.1; ssDAF12 agonist: 0.1; FXN GAA850 act: -3.6; PG9 binder: -0.5; ADAM17 inh: 0; hcDAF12 agonist: -0.7

What do the screens show for `Cc1ccc(-c2csc(NC(=O)CCNC(=O)c3ccccc3Cl)n2)cc1`?
hgDAF12 agonist: -1.0; DAX1 inh-1: -0.8; NPR1 activator: 14; SMARCA2 activ: -4; ADAM10 inh: 0; DAX1 inh-2: -0.5; ssDAF12 agonist: -2.0; FXN GAA850 act: 0.9; PG9 binder: -0.7; ADAM17 inh: -1; hcDAF12 agonist: -1.4

Results for Cc1ccc(C)c(NC(=O)CSc2nc(C)cc(C)c2C#N)c1 ?
hgDAF12 agonist: 0.8; DAX1 inh-1: 1.8; NPR1 activator: 3; SMARCA2 activ: -1; ADAM10 inh: -9; DAX1 inh-2: 1.7; ssDAF12 agonist: -0.9; FXN GAA850 act: 1.6; PG9 binder: 4.5; ADAM17 inh: -9; hcDAF12 agonist: -0.2

How did O=[N+]([O-])c1cccc(Cl)c1NCCNS(=O)(=O)c1ccccc1 do in these assays?
hgDAF12 agonist: 2.2; DAX1 inh-1: 0.7; NPR1 activator: -4; SMARCA2 activ: -1; ADAM10 inh: 4; DAX1 inh-2: -0.3; ssDAF12 agonist: -1.8; FXN GAA850 act: 2.5; PG9 binder: -0.7; ADAM17 inh: 6; hcDAF12 agonist: -1.1

What do the screens show for `CCOc1ccc(NC(=O)c2sc3nc(N4CCOCC4)c4c(c3c2N)CCCC4)cc1`?
hgDAF12 agonist: 3.2; DAX1 inh-1: 0.5; NPR1 activator: 26; SMARCA2 activ: 0; ADAM10 inh: -8; DAX1 inh-2: 0.0; ssDAF12 agonist: -0.5; FXN GAA850 act: 5.2; PG9 binder: -1.5; ADAM17 inh: 0; hcDAF12 agonist: 2.0

What do the screens show for `COc1ccc(-c2noc(CN(C)C(=O)CCN3C(=O)[C@H]4CC=CC[C@H]4C3=O)n2)cc1`?
hgDAF12 agonist: -0.1; DAX1 inh-1: 1.5; NPR1 activator: 0; SMARCA2 activ: -2; ADAM10 inh: -10; DAX1 inh-2: -0.5; ssDAF12 agonist: -1.2; FXN GAA850 act: 3.2; PG9 binder: -2.4; ADAM17 inh: 0; hcDAF12 agonist: -1.8

Results for OC(COc1ccccc1)CN1CCCCCC1 (stereo not drawn) ?
hgDAF12 agonist: -1.6; DAX1 inh-1: -0.9; NPR1 activator: 0; SMARCA2 activ: 0; ADAM10 inh: -5; DAX1 inh-2: -0.2; ssDAF12 agonist: -1.1; FXN GAA850 act: 3.4; PG9 binder: 1.2; ADAM17 inh: 0; hcDAF12 agonist: -1.4

How did Cc1cccc(CSCC(=O)NCc2ccc(S(N)(=O)=O)cc2)c1 do in these assays?
hgDAF12 agonist: 0.7; DAX1 inh-1: -1.0; NPR1 activator: -3; SMARCA2 activ: 2; ADAM10 inh: -5; DAX1 inh-2: -0.3; ssDAF12 agonist: -1.5; FXN GAA850 act: 1.0; PG9 binder: -0.3; ADAM17 inh: -4; hcDAF12 agonist: 0.4

What do the screens show for `CCC(CC)=N/N=C/c1c(O)n(CC)c2cc(C3=NNC(=O)CC3)ccc12`?
hgDAF12 agonist: -2.0; DAX1 inh-1: -0.1; NPR1 activator: 27; SMARCA2 activ: 1; ADAM10 inh: -6; DAX1 inh-2: 0.8; ssDAF12 agonist: -0.8; FXN GAA850 act: -0.7; PG9 binder: -5.3; ADAM17 inh: -4; hcDAF12 agonist: -1.0

How did CCNC(=O)C1(C)CCCN(C(=O)c2ccc3ccccc3n2)C1 (stereo not drawn) do in these assays?
hgDAF12 agonist: 0.3; NPR1 activator: -2; SMARCA2 activ: -3; ADAM10 inh: -2; DAX1 inh-2: 2.1; ssDAF12 agonist: -0.9; FXN GAA850 act: 1.1; PG9 binder: -2.5; ADAM17 inh: 1; hcDAF12 agonist: 1.1

Results for Cc1cc(=O)oc2c(C)c(OCC(=O)NCC3CCC(C(=O)O)CC3)ccc12 (stereo not drawn) ?
hgDAF12 agonist: 1.3; DAX1 inh-1: 1.4; NPR1 activator: 3; SMARCA2 activ: 1; ADAM10 inh: -51; DAX1 inh-2: 1.2; ssDAF12 agonist: -1.3; FXN GAA850 act: -0.4; PG9 binder: 0.4; ADAM17 inh: -11; hcDAF12 agonist: 1.1

Results for CC(=O)c1cccc(N(CC(=O)Nc2ccc(F)cc2)S(C)(=O)=O)c1 ?
hgDAF12 agonist: 0.3; DAX1 inh-1: 2.1; NPR1 activator: 1; SMARCA2 activ: 2; ADAM10 inh: 0; DAX1 inh-2: 0.8; ssDAF12 agonist: -0.5; FXN GAA850 act: 0.2; PG9 binder: -0.9; ADAM17 inh: 1; hcDAF12 agonist: -1.2
